Tb PYK inh – blocks Trypanosoma brucei pyruvate kinase; Potency, µM (top dose mostly 76.8 µM), for inactives: at the top dose activity, negative = inhibition, most hits filed as inhibitors; hit rate 0.12% among 410,000; TbPYK enzyme, Kinase-Glo Plus ATP luminescence, 45 min; further: potency means the concentration at half of the fitted maximal effect; nearly all actives have a fitted effect of over 50% in size
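Enzyme and substrate buffer are dispensed first and compound is pin-transferred. ADP at 130 uM final then starts the reaction, which runs 45 min at room temperature. Detection reagent is added for 10 min before luminescence is imaged.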
Sm TGR inh – inhibitors of Schistosoma mansoni thioredoxin glutathione reductase | Potency, µM (top dose mostly 114 µM), without a hit: at the top dose activity change, negative = inhibition, hits mostly inhibitors | Q962Y6 | purified TGR, DTNB reduction, TNB absorbance 405 nm | hit rate 3% among 360,000; further: potency means the concentration at half of the fitted maximal effect; nearly all actives have a fitted effect of over 60% in size
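Kinetic colorimetric format: TGR-catalysed, NADPH-driven DTNB reduction monitored via TNB absorbance. Enzyme dispensed at 20 nM; compound exposure 15 min at room temperature before reaction start.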
LmPK inh – blocks Leishmania mexicana pyruvate kinase activity; Q27686; purified LmPK, Kinase-Glo ATP luminescence, 1 h; Potency, µM (top dose mostly 57.5 µM), inactives show at the top dose activity change, negative = inhibition, hits mostly inhibitors; hit rate 0.37% among 290,000; AID 1721; further: potency means the concentration at half of the fitted maximal effect
Target sequence (Q27686 whole entry, looked up): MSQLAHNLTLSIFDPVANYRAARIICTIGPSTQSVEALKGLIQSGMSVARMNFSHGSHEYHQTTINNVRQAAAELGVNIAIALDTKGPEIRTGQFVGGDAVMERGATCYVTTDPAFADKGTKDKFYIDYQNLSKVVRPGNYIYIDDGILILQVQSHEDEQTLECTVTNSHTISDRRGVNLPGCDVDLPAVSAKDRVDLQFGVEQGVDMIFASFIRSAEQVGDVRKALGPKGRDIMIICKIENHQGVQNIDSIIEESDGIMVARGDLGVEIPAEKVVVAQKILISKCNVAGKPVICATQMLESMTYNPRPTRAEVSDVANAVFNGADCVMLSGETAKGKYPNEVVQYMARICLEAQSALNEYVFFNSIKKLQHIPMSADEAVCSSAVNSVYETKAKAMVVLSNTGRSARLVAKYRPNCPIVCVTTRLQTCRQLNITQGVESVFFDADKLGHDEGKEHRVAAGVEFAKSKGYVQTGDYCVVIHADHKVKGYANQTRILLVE
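ATP generated from ADP (0.1 mM) and PEP (0.5 mM) by 0.1 nM LmPK over 1 h at room temperature (pH 7.2 imidazole buffer) was detected by coupled luciferase luminescence. Values were normalized to uninhibited and no-enzyme wells.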
HCMV inh – human cytomegalovirus inhibition; hit rate 4.5% among 410,000; activity change, negative = inhibition, % at 57.5 µM; HFF cells, HCMV-luciferase reporter, 72 h; active compounds read low; in the data active means activity change below about -60%; inconclusive means no clear call, values can overlap the other calls; inactive means above about -39%
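Luciferase read-out from HCMV-luciferase-infected HFFs (MOI 1 PFU/cell) 72 h post infection at 37C; compounds added after 16 h cell attachment; activity normalized between buffer-only basal and Salinomycin (10uM) inhibitor controls.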
AMA1-RON2 inh – disrupts binding of P. falciparum AMA1 to RON2. hit rate 0.2% among 360,000. Potency, µM (top dose mostly 58.2 µM), inactives show at the highest dose activity change, negative = inhibition, actives largely listed as inhibitors. AlphaScreen AMA1-biotinylated RON2 peptide binding. AID 720542;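 further: potency means the concentration at half of the fitted maximal effect; 0% = vehicle wells and -100% = peptide control; nearly all actives have a fitted effect of over 45% in size; some results filed as inactive show a strong effect at the top dose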
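AMA1 (3D7) with his tag at 25 nM final met compounds first, then biotinylated RON2 peptide at 25 nM; detection used donor plus acceptor beads, 10 µg/mL apiece, read by AlphaScreen after 30 min at room temperature.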
AmpC inh detg – blocks E. coli AmpC beta-lactamase in detergent assay; P00811; AmpC hydrolysis of nitrocefin, absorbance 480 nm, 0.01% Triton; Potency, µM (doses to about 114 µM), for inactives: at the top dose activity change, negative = inhibition, most hits filed as inhibitors; hit rate 0.041% among 370,000; AID 485294;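 further: potency means the concentration at half of the fitted maximal effect; 0% = no-compound wells and -100% = no-enzyme wells; nearly all actives have a fitted effect of over 25% in size; some results filed as inactive show a strong effect at the top dose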
Target sequence (P00811 whole entry, looked up): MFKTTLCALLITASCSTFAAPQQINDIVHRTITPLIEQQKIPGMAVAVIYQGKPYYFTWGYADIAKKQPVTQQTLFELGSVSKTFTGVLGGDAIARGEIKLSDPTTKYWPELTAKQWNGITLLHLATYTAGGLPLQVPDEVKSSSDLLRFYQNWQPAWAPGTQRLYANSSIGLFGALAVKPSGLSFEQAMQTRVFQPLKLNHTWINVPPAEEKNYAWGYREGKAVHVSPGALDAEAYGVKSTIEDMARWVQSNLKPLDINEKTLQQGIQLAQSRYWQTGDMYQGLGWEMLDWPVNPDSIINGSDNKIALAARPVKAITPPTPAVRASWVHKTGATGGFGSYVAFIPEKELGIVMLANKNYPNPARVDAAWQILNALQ
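20 mM phosphate pH 7.0 + 0.01% (detergent screen) or 0.0001% Triton X-100; 5.3 nM AmpC reagent; cpd preinc 15 min RT; nitrocefin (800 uM stock) to start; A480 q20 s × 4 min; Activity was normalised to no-enzyme and no-compound control wells.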
AmpC inh no detg – AmpC beta-lactamase inhibition without detergent | hit rate 0.52% among 330,000 | P00811 | Potency, µM (series often up to 57.1 µM), for the others: at the highest dose activity change, negative = inhibition, hits mostly inhibitors | AmpC nitrocefin hydrolysis, absorbance 480 nm, 0.0001% Triton;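 further: potency means the concentration at half of the fitted maximal effect; plate controls were no compound for no effect and no enzyme for full effect; nearly all actives have a fitted effect of over 20% in size; some results filed as inactive show a strong effect at the top dose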
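AmpC (5.3 nM in the dispensed reagent) in 20 mM phosphate pH 7.0 with 0.01% (detergent screen) or 0.0001% Triton X-100 was preincubated with compounds for 15 min at room temperature. Nitrocefin was then added from an 800 uM solution, and hydrolysis was followed at 480 nm.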
* hit, by the source's call; ? = inconclusive; / = no result given; & = joins results of further samples; [ ] = another dose, or the depositor's remark. Unless noted, the call rests on the fitted dose curve; in most records, active means well fitted curve in the direction sought with a large enough effect; inconclusive means small, poorly fitted or top-dose-only effect, or another doubt; inactive means no such curve, though single readings can be large; an effect the other way counts as inactive or inconclusive. Unless noted, on the % scale 0 is the no-effect control and ±100 the full control effect.

SMILES	Tb PYK inh	Sm TGR inh	LmPK inh	HCMV inh	AMA1-RON2 inh	AmpC inh detg	AmpC inh no detg
COC(=O)c1ccc(CSc2nc3c([nH]c4ccccc43)c(=O)n2-c2ccc(OC)cc2)o1	1%	1%	/	16	/	-8%	/
Cc1noc(/C=C/N(C)C)c1S(=O)(=O)N(C)Cc1ccc(F)cc1	0%	9%	-1%	-31	-12%	-2%	-10%
CC1(C)CC(NS(=O)(=O)c2ccccc2)CC(C)(C)N1	-10%	1%	0%	-34	0%	-11%	1%
COC(=O)c1scc(S(C)(=O)=O)c1-n1cccc1	-2%	-1%	3%	-1	-10%	-4%	-12%
CC1=Nc2ccccc2/C1=C/c1c(N)n2c(S(=O)(=O)CC(C)C)nsc2nc1=O	5%	4%	5%[11.5 µM]	1	11%	2%	-30%
CC1=CC(C)C(C(=O)O)C(C(=O)O)C1 (stereo not given)	-3%	3%	1%	35	1%	4%	-20%
COc1cc(C2CC(=O)Oc3cc(C)cc(C)c32)cc(OC)c1OC (stereo not given)	-6%	/	/	-7	13%	/	31%
CCOC(=O)c1c(NC(=O)CSc2nc3ccccc3[nH]2)sc2c1CC(C)(C)NC2(C)C	1%	-1%	/	-24	2%	?	7%
COC(=O)c1ccc(CSc2nc3ccc(S(N)(=O)=O)cc3[nH]2)cc1	2%	-8%	-2%	-27	4%	4%	-37%
O=C1C2CCCCN2C(=O)N1CCCCN1CCN(c2cccc(Br)c2)CC1 (stereo not given)	-2%	-5%	-1%	1	0%	1%	85%[activator]
OCCN(Cc1ccccc1)Cc1cccc(F)c1	15%	-2%	0%	-4	-8%	?	-4%
O=C(NCCc1ccc(Cl)cc1)c1ccc(CS(=O)Cc2cccc(Cl)c2)o1 (stereo not given)	-3%	?	/	-64*	/	-1%	/
CCc1ccc(NC(=O)N(CCN(C)C)C(C)c2cccnc2)cc1 (stereo not given)	0%	60%[activator]	1%	4	-13%	9%	-1%
Cc1cc(C)c(C)c(C(=O)C2OC(=O)C(C)(C)C(=O)C2(C)C)c1C (stereo not given)	-10%	17%	0%	-14	-10%	3%	0%
O=C(O)c1cccc(NC(=O)C2CC(=O)N(Cc3ccccc3)C2)c1 (stereo not given)	4%	3%	-3%	16	7%	-17%	-4%
O=C(CCCSc1ccccc1)Nc1nc(-c2ccccn2)cs1	6%	-6%	9%	-1	?	-5%	-43%
NS(=O)(=O)c1cc(C(=O)OCC(=O)N2CCOCC2)ccc1Cl	-1%	-2%	8%	-4	-13%	?	-1%
COc1cccc(CNc2nc3cc(-c4ccccc4)sc3c(=O)n2C)c1	-2%	/	/	-65*	7%	/	/
[O-][n+]1ccc(C(O)c2ccccc2)cc1 (stereo not given)	2%	-18%	6%	38	-3%	-11%	-6%
COC(=O)c1sc2cccc(F)c2c1S(=O)(=O)NCc1ccccc1Cl	-26%	3%	/	1	/	6%	/
Cc1occc1-c1nnc(SCC(=O)NCCc2ccccc2)o1	-8%	4%	0%	-15	-14%	-4%	-26%
N#Cc1ccc(CN2CCN(C(=O)CCNS(=O)(=O)c3ccc(F)c(F)c3)CC2)cc1	-3%	-5%	/	-26	-5%	-2%	8%
Cc1cccc(C)c1-n1nnnc1C1c2ccccc2C(=O)N1CCc1ccccc1F (stereo not given)	-4%	/	/	19	11%	/	/
Cc1ccc([N+](=O)[O-])cc1S(=O)(=O)NCc1cccnc1	2%	-7%	0%	-17	-6%	-4%	-17%
CCOC(COC(=O)c1ccccc1C(=O)O)c1ccccc1 (stereo not given)	-9%	/	/	-12	9%	/	/

The last 7 records of the part above are carried over, then new ones follow:
SMILES	Tb PYK inh	Sm TGR inh	LmPK inh	HCMV inh	AMA1-RON2 inh	AmpC inh detg	AmpC inh no detg
[O-][n+]1ccc(C(O)c2ccccc2)cc1 (stereo not given)	2%	-18%	6%	38	-3%	-11%	-6%
COC(=O)c1sc2cccc(F)c2c1S(=O)(=O)NCc1ccccc1Cl	-26%	3%	/	1	/	6%	/
Cc1occc1-c1nnc(SCC(=O)NCCc2ccccc2)o1	-8%	4%	0%	-15	-14%	-4%	-26%
N#Cc1ccc(CN2CCN(C(=O)CCNS(=O)(=O)c3ccc(F)c(F)c3)CC2)cc1	-3%	-5%	/	-26	-5%	-2%	8%
Cc1cccc(C)c1-n1nnnc1C1c2ccccc2C(=O)N1CCc1ccccc1F (stereo not given)	-4%	/	/	19	11%	/	/
Cc1ccc([N+](=O)[O-])cc1S(=O)(=O)NCc1cccnc1	2%	-7%	0%	-17	-6%	-4%	-17%
CCOC(COC(=O)c1ccccc1C(=O)O)c1ccccc1 (stereo not given)	-9%	/	/	-12	9%	/	/
Cc1cc(C)c(C(=O)COC(=O)c2cccc(S(=O)(=O)N3CCOCC3)c2)cc1C	-4%	/	/	-14	9%	/	/
CSc1ccc(/C=N/NC(=O)CN2CCN(Cc3ccc(Cl)cc3)CC2)cc1	1%	-9%	-4%	?	28%	-9%	27%
COc1ccc(-c2ccc(C(=O)Nc3ccc4c(c3)OCO4)c3occc23)c(C)c1	-1%	/	/	31	0%	/	/
CCOc1ccc(NS(=O)(=O)c2ccc3c(c2)CCN3C(C)=O)cc1	-4%&-10%	10%&4%	-3%	-23&2	1%	-6%&-4%	-8%
O=C(CN1C(=O)c2ccccc2S1(=O)=O)NCCc1ccc(F)cc1	1%	/	/	0	8%	/	-37%
CCCn1c(CC)nc([N+](=O)[O-])c1Sc1ncn[nH]1	-4%	/	/	-32	11%	/	/
COc1ccc([C@@H]2CC=C(C(=O)O)CN2S(=O)(=O)c2ccc(C)cc2)cc1OC	-8%	-24%	/	-64*	1%	0%	-19%
Cc1ccc(NC(=O)C(=O)c2c[nH]c3ccccc23)cc1	1%	8%	-3%	76	8%	?	-31%
COC(CNC(=O)CSCc1nc(-c2ccc(SC)cc2)oc1C)OC	4%	-25%	-4%	?	-20%	6%	117%[activator]
CCNC(=O)/N=C1/NC(=O)C(C(C)C)O1 (stereo not given)	-6%	21%	3%	19	1%	?	-9%
O=C(CCSCc1ccccc1Cl)NCc1ccco1	0%	-21%	0%	-29	1%	?	-5%
COc1ccc(C)cc1-n1nc2ccccc2n1	2%	22%	0%	?	0%	1%	-4%
COC(=O)c1cc(S(=O)(=O)NCc2ccccc2)cn1C	-1%	-12%	-3%	4	-2%	-14%	-18%
COCCN(CCOC)Cc1cc(=O)oc2cc3c(cc12)CCC3	2%	?	4%	-3	-6%	-5%	4%
CCOc1ccccc1C1C(C(=O)Nc2ccc(OC)cc2)=C(C)Nc2nc(CCCO)nn21 (stereo not given)	-1%	0%	1%	17	4%	-15%	16%
CC(C)c1ccc(Nc2c(-c3ccccn3)nc3ccccn23)cc1	0%	-4%	/	-87*	/	4%	/
COc1ccc(Cl)cc1C(=O)N(Cc1nc(-c2cccc(C)c2)no1)C(C)C	1%	1%	6%	18	0%	?	95%[activator]
Cc1ccc(S(=O)(=O)N2C[C@]3(O)C[C@@H]4C(=O)N(c5ccccc5)C(=O)[C@@H]4C[C@]3(OC(=O)NC3CCCC3)C2)cc1	-5%	/	/	9	10%	/	/
CC1CC(C)CN(CCCNC(=O)c2ccc3c(SCC(=O)O)c4c(nc3c2)CCC4)C1 (stereo not given)	2%	-9%	3%	-28	-4%	-11%	34%
CCN(CCn1cccn1)C(=O)c1cc(COc2ccc(F)cc2Cl)on1	1%	/	-1%	-4	0%	-7%	86%[activator]
CN(C)CCNC(=O)Nc1cccc(Cl)c1Cl	-2%	?	-2%	-4	-19%	?	-28%
Cc1ccc(S(=O)(=O)N(C)C)cc1NC(=S)N(CCC#N)Cc1cccnc1	1%	-8%	2%	-24	-12%	-2%	-4%
CCOCCCNC(=O)C(c1ccccc1)N(Cc1ccc2c(c1)OCO2)C(=O)c1ccc(NC(C)=O)cc1 (stereo not given)	0%	1%	/	8	/	4%	/
O=C(Nc1cc(C(F)(F)F)ccc1Cl)C1CCN(c2nnc(-n3cccc3)s2)CC1	-3%	0%	6%	0	-1%	0%	-29%
CN1C(=O)C(=CN2CCN(C(=O)c3ccco3)CC2)C(=O)N(C)C1=S	-18%	-30%	-19%	-16	6%	?	-14%
O=C(c1cc2sccc2n1Cc1ccc(F)cc1)N1CCc2ccccc21	-4%	-1%	1%	43	-9%	-9%	-47%

Exported field by field: 2 of the compounds above
COC(=O)c1cc(S(=O)(=O)NCc2ccccc2)cn1C
  Tb PYK inh = -1%
  Sm TGR inh = -12%
  LmPK inh = -3%
  HCMV inh = 4
  AMA1-RON2 inh = -2%
  AmpC inh detg = -14%
  AmpC inh no detg = -18%

COCCN(CCOC)Cc1cc(=O)oc2cc3c(cc12)CCC3
  Tb PYK inh = 2%
  Sm TGR inh = ?
  LmPK inh = 4%
  HCMV inh = -3
  AMA1-RON2 inh = -6%
  AmpC inh detg = -5%
  AmpC inh no detg = 4%

Reprinted from above for reference:
SMILES	Tb PYK inh	Sm TGR inh	LmPK inh	HCMV inh	AMA1-RON2 inh	AmpC inh detg	AmpC inh no detg
CN1C(=O)C(=CN2CCN(C(=O)c3ccco3)CC2)C(=O)N(C)C1=S	-18%	-30%	-19%	-16	6%	?	-14%
O=C(c1cc2sccc2n1Cc1ccc(F)cc1)N1CCc2ccccc21	-4%	-1%	1%	43	-9%	-9%	-47%
